D2 antagonist: HTS Assay for Allosteric Antagonists of the Human D2 Dopamine Receptor: Primary Screen for Antagonists; D(2) dopamine receptor (Homo sapiens), P14416; HEK293 TREx D2 cells, calcium flux, dopamine EC80; inhibition, % at 10 µM; actives 2% (n = 340,000); AID 485344, 2010; in the data active = inhibition above about 30%; also: 0% is about no effect
Target sequence (P14416 whole entry, looked up): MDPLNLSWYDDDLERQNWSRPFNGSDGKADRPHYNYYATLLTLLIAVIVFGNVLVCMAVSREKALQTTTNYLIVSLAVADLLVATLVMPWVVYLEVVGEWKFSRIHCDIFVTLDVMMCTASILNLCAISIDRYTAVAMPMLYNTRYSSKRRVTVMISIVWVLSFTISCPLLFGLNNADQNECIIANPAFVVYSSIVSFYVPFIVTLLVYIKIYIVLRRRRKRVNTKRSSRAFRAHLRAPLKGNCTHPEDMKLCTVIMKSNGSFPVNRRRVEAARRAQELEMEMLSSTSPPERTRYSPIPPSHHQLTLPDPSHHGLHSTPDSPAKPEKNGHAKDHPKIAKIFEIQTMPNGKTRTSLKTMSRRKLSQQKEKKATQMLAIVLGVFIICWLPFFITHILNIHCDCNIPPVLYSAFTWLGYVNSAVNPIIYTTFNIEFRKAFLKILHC
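Antagonism is scored as inhibition of an EC80 dopamine-evoked calcium signal in a force-coupled, tetracycline-inducible HEK293 T-REx D2 line, with compound present 180 s before agonist.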
ERG Ets-DNA blk: qHTS for Small Molecule Inhibitors of the ERG Ets/DNA interaction; Transcriptional regulator ERG (Homo sapiens), P11308; fluorescence polarization, His-ERG Ets domain / labelled DNA; Potency, µM (doses to about 76.9 µM), for the others: at the top dose FP activity, negative = inhibition, usual class: inhibitors; actives 0.028% (n = 370,000); AID 624246, 2012; active = well fitted inhibition curve with a large enough effect in the polarisation, with a control signal flat; inconclusive = small, poorly fitted or top-dose-only effect, or effect the other way, or a change in a side signal; inactive = no such curve, though single readings can be large or run the other way; the % refers to the polarisation;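 also: polarization taken with two DNA probes labelled with fluorescein and Texas red; potency is read from the fitted curve at half-maximal effect; % of control where 0% means no effect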
Target sequence (P11308 whole entry, looked up, the tested form may be a part): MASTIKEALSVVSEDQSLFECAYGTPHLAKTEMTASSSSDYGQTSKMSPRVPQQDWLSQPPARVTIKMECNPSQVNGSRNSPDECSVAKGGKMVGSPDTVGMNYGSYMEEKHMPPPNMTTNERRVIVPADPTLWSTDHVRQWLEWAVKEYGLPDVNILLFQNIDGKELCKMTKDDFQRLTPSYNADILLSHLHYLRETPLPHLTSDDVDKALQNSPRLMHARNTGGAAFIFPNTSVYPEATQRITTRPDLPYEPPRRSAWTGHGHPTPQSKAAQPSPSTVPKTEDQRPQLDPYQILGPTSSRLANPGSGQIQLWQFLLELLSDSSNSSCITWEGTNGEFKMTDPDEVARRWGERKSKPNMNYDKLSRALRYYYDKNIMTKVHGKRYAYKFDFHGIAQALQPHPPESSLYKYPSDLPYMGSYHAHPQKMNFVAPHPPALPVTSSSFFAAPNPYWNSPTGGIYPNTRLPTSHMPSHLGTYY
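His-tagged ERG Ets domain (1 uM in the protein solution; 300mM KCl, 50mM Tris-HCl, 1mM EDTA, 1mM DTT, pH 7.5) received compound, then a probe mix of 5 nM fluorescein-DNA and 100nM Texas-615-DNA. Fluorescence polarization was read for both dyes.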
ALOX12 inh: Primary qHTS assay for inhibitors of human arachidonate 12S-lipoxygenase (ALOX12): Round 2; purified 12hLO, xylenol orange hydroperoxide absorbance; Potency, µM (doses to about 108 µM), for inactives: at the highest dose activity change, negative = inhibition, actives largely listed as inhibitors; actives 1.1% (n = 580,000); also: potency is read from the fitted curve at half-maximal effect; % is scaled to controls: 0 for no effect and ±100 for the full control effect
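Purified human 12hLO at 150 nM in 25 mM Hepes, 0.01% Triton X-100, pH 7.0, preincubated 15 min at room temperature with compound. Reaction started with 40 uM arachidonic acid, 30 min at room temperature. Hydroperoxide measured by Fe-xylenol orange, 573/405 nm absorbance ratio.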
LDHA block: qHTS assay for inhibitors of human lactate dehydrogenase; purified LDHA, NADH/diaphorase-resazurin fluorescence; hits give low values; activity change, % (values are at about 110 or 230 µM); L-lactate dehydrogenase A chain (Homo sapiens), P00338; AID 1347041, 2019; actives 0.15% (n = 480,000); in the data active = activity change below about -30%; inconclusive = mostly about -25% to -30%;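 also: plate controls were DMSO wells for no effect and wells without enzyme for full effect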
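Resorufin fluorescence (ex540/em590), read at 0 and 20 min after diaphorase/resazurin addition, reports the NADH left after a 5 min room-temperature reaction of 2 nM human LDH5 with 0.06 mM NADH and 0.2 mM pyruvate.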
Vif-APOBEC3F blk: qHTS for Inhibitors of Vif-A3F Interactions: qHTS. AID 602313, 2012. HeLa A3F-eYFP + Vif (tagged APOBEC3F with the HIV-1 protein that degrades it), YFP fluorescence increase. actives 0.2% (n = 390,000). Potency, µM (doses to about 46.1 µM), inactives show at the top dose activity, negative = active; also: potency is read from the fitted curve at half-maximal effect; % of control where 0% means no effect; nearly all actives have a fitted effect of over 65% in size
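Fluorescence increase (Ex 488/Em 500-530) after overnight compound treatment at 37 deg C flags inhibition of Vif-driven A3F-eYFP loss in stable HeLa A3F-eYFP/Vif cells seeded overnight beforehand.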
Vif-APOBEC3G blk: qHTS for Inhibitors of Vif-A3G Interactions: qHTS | HeLa A3G-eYFP + Vif (tagged APOBEC3G with the HIV-1 protein that degrades it), YFP fluorescence, overnight | Potency, µM (top dose mostly 46.1 µM), for the others: at the top dose activity, negative = active, usual class: inhibitors | actives 0.076% (n = 410,000) | AID 602310, 2012;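 also: potency is read from the fitted curve at half-maximal effect; % is scaled to controls: 0 for no effect and ±100 for the full control effect; nearly all actives have a fitted effect of over 60% in size; hits raise eYFP signal because A3G escapes Vif-driven loss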
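HeLa cells stably expressing Vif and C-terminally eYFP-tagged A3G, seeded overnight at 37 deg C, then exposed to compound by pintool overnight at 37 deg C. Rise in yellow fluorescence (Ex 488/Em 500-530, Acumen) marks blocked Vif-driven A3G degradation.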
RGS4 inhibitor: Inhibitors of Regulator of G Protein Signaling (RGS) 4: qHTS; Transcreener GDP fluorescence polarization, RGS4-accelerated GTP hydrolysis; AID 504845, 2011; actives 0.039% (n = 390,000); Potency, µM (highest dose often 114 µM), for inactives: at the top dose activity change, negative = inhibition, usual class: inhibitors; also: potency is read from the fitted curve at half-maximal effect; % is scaled to controls: 0 for no effect and ±100 for the full control effect; nearly all actives have a fitted effect of over 75% in size; some results filed as inactive show a strong effect at the top dose
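MLSMR compounds (23 nl, pin-transferred) preincubated 10 min at room temperature with a 500nM (2x) first reagent, then RGS4 at 900nM (2x) plus Transcreener GDP mix added; fluorescence polarization (620/688 nm) read before and after 90 min at 30 °C.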
D2 ag: HTS Assay for Allosteric Agonists of the Human D2 Dopamine Receptor: Primary Screen for Agonists | D(2) dopamine receptor (Homo sapiens), P14416 | HEK293 T-REx D2 cells, calcium flux agonist mode | activation, % at 2 µM | actives 0.53% (n = 340,000) | AID 485358, 2010;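 active = activation over 3 SD above normal in the single-dose calcium agonist read, cut at about 30% in these data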; also: 0% is about no effect
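HEK293 Trex D2 cells, tetracycline-induced, o/n 30 C 5% CO2; no-wash Ca dye, RT 30–90 min; 10-cycle baseline, 23 nl cpd added, kinetic Ca read 180 s; agonist hits = positive Ca response.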
GRP78 ERSR act: qHTS for Inducers of the Endoplasmic Reticulum Stress Response (ERSR) in Human Glioma: qHTS. U87-MG GRP78 promoter luciferase reporter, 16 h. Potency, µM, inactives show at the highest dose activation, most hits filed as activators. actives 0.02% (n = 420,000). AID 602332, 2012; also: potency is read from the fitted curve at half-maximal effect; series mostly up to about 76 µM; % of control where 0% means no effect; nearly all actives have a fitted effect of over 35% in size
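Stably transfected U87-MG human glioma cells carrying a GRP78-based luminescent sensor were seeded at 1000 cells/well, pin-dosed with compounds and incubated 16 h. Luciferase reagent was then added, and end-point luminescence was read after 10 min at room temperature.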
* hit, by the source's call; ? = inconclusive; · = not tested or not shown. Unless noted, calls follow the shape of the dose curve; as a rule, active = well fitted curve in the direction sought with a large enough effect; inconclusive = small, poorly fitted or top-dose-only effect, or another doubt; inactive = no such curve, though single readings can be large; an effect the other way counts as inactive or inconclusive.

SMILES	D2 antagonist	ERG Ets-DNA blk	ALOX12 inh	LDHA block	Vif-APOBEC3F blk	Vif-APOBEC3G blk	RGS4 inhibitor	D2 ag	GRP78 ERSR act
O=C(CCNS(=O)(=O)c1ccccc1F)N1CCN(Cc2ccccc2)CC1	-4	-12%	-12%	-2	4%	2%	-1%	-1.2	-2%
CCc1ccc(CN(C)Cc2c(C(=O)N3CCOCC3)nc3c(C)cccn23)nc1	·	·	6%	0	-12%	-5%	·	·	-4%
Cc1ccc(C(=O)OCC(=O)NC2CCCC(C)C2C)cc1S(=O)(=O)N1CCCCC1 (configuration not stated)	8	-3%	-18%	-2	1%	-3%	2%	0.2	-5%
COc1cccc(N2C(=O)CC(Sc3nc(C)cc(C)n3)C2=O)c1 (configuration not stated)	1	8%	?	-10	-6%	-5%	3%	1.3	-4%
N#Cc1ccccc1NC(=O)COC(=O)c1ccc2c(c1)OCO2	10	-2%	-3%	-1	2%	-2%	-9%	0.0	-1%
NC(=S)NNc1cccc2cccnc12	-15	2%	?	18	-2%	-16%	?	1.2	-3%
CCc1nn(C(C)C(=O)NCc2cccc(OC)c2)c(=O)c2cc3occc3n12 (configuration not stated)	-13	-2%	13%	0	1%	-4%	-8%	-0.4	-8%
COc1ccc(NC(=O)C2(C)CCN2C(=O)Cc2ccc(Cl)cc2Cl)cc1OC (configuration not stated)	·	·	?	2	·	1%	·	·	1%
CSc1cccc(NC(N)=S)c1	-6	1%	?	-6	-5%	6%	-7%	-0.1	-1%
Cn1c(=O)c2cc(NC(=O)NCc3ccc(F)cc3)ccc2n1C	·	·	-22%	7	·	-3%	·	·	-3%
CCCNCc1cc(OCC)c(OCC(N)=O)cc1Br	-5	7%	0%	1	3%	1%	-3%	0.8	-1%
O=C(CCN1CCc2ccccc2CC1)c1ccc2c(c1)OCCO2	-8	2%	-19%	-10	1%	-29%	?	2.4	-8%
CCOc1ccc(NC(=O)c2ccc(F)c(S(=O)(=O)N3CCN(c4ccccn4)CC3)c2)cc1	-3	-1%	-16%	-4	1%	0%	38%	0.6	0%
N=c1c(C(=O)NCc2ccco2)cc2c(=O)n3ccccc3nc2n1CCc1ccccc1	-5	10%	0%	-3	-8%	2%	9%	-0.1	2%
O=C(/C=N/O)NCCCN1CCCCCC1	5	·	1%	1	0%	1%	5%	0.8	-4%
Cc1cc(C)c2nc(NC(=O)[C@@H](NC(=O)c3cccc(S(=O)(=O)N4CCOCC4)c3)C(C)C)sc2c1	-21	?	-8%	-7	-1%	-7%	-44%	0.5	-5%
CCCn1c(=O)c2ccccc2n2c(Sc3nnnn3-c3ccccc3)nnc12	-19	6%	2%	-1	2%	1%	?	-0.7	0%
COC(=O)c1ccc2c(c1)C(=O)/C(=C/c1ccc(C)cc1)O2	-4	·	-7%	0	1%	-6%	-12%	-0.4	-2%
COc1cc2c(cc1OC)CN(Cc1ccc(C)s1)CC2	-4	-1%	-11%	-21	6%	-8%	-2%	-1.1	-3%
O=C(Nc1cccc(C(=O)O)c1)/C(=C\c1ccc2c(c1)OCO2)NC(=O)c1ccc(Br)cc1	1	7%	-9%	0	9%	0%	-19%	-1.0	-1%
O=S(=O)(c1ccc(F)cc1)N1CCN(Cc2nnc(-c3ccccc3)o2)CC1	11	-10%	-1%	-5	0%	1%	-5%	-0.2	-1%
CCOC(=O)c1cc(C(C)C)sc1NC(=O)COC(=O)CCS(=O)(=O)c1ccccc1	11	-5%	-13%	-1	-4%	-3%	-13%	-0.2	-3%
Cn1cccc1Cc1nnc(SCC(=O)N2CCOCC2)n1CCc1ccccc1	0	-3%	-17%	0	-3%	0%	-24%	1.4	-2%
Cc1ccc2nc(-c3ccc(C)c(NC(=O)CSc4ccc(Cl)cc4)c3)oc2c1	·	2%	-29%	-7	2%	-3%	-17%	-0.3	-2%
CCc1ccccc1NC(=O)CCS(=O)(=O)c1ccc(OC)cc1	-5	-5%	?	-2	-9%	1%	-39%	-0.2	-5%
CCN(CC(=O)Nc1cc(OC)ccc1OC)Cc1nc2ccccc2c(=O)[nH]1	1	-3%	9%	-4	-6%	-9%	-11%	4.2	-5%
CCCN(C(=O)c1c(-c2ccccc2)noc1C)c1c(N)n(Cc2ccccc2)c(=O)[nH]c1=O	65*	15%	0%	-9	-3%	5%	28%	-1.3	-1%
O=C(NCCCN1CCN(c2ccc(F)cc2)CC1)C1CCCN(c2ncnc3c2nc2n3CCCCC2)C1 (configuration not stated)	26	17%	3%	-1	-6%	7%	-19%	-0.2	-2%
CCOCCCNC(=S)Nc1cc(OCC)c(NC(=O)c2ccco2)cc1OCC	5	2%	0%	-1	15%	1%	23%	0.2	-2%
CCOc1cc(-c2c(C)c(CC)nc(N)c2C#N)ccc1O	5	-1%	0%	-2	-9%	?	8%	24	-5%
Cc1cccn2c(=O)c(C=C(C#N)C#N)c(N3CCN(c4ccccc4)CC3)nc12	-19	9%	-51%	1	6%	1%	-24%	-0.5	-3%
COc1ccc(N2CSC3=C(C#N)C(c4cc(OC)c(OC)cc4OC)CC(=O)N3C2)c(OC)c1 (configuration not stated)	1	3%	28µM*	17	0%	-1%	?	0.1	-4%
Cc1ccc(CNC(=O)COC(=O)c2ccc(S(=O)(=O)N3CCCCCC3)cc2)cc1	1	21%	0%	0	2%	0%	12%	-0.6	1%
COc1ccc(-c2nn(-c3ccccc3)cc2/C=C/C(=O)N(C)CC(=O)Nc2cccc(F)c2)cc1OC	·	-5%	-65%	-3	-4%	-9%	-7%	·	-2%
O=C(COC(=O)c1cc(=O)[nH]c2ccccc12)NC(=O)c1ccccc1	5	-2%	1%	-2	7%	-3%	-17%	-0.8	-1%
COc1ccc(CN(C)C(=O)c2ccccc2OCc2c(C)noc2C)cc1OC	-5	-3%	6%	-12	1%	-13%	8%	19	-7%

In the list so far, 2 contain a Cl atom:
SMILES	D2 antagonist	ERG Ets-DNA blk	ALOX12 inh	LDHA block	Vif-APOBEC3F blk	Vif-APOBEC3G blk	RGS4 inhibitor	D2 ag	GRP78 ERSR act
COc1ccc(NC(=O)C2(C)CCN2C(=O)Cc2ccc(Cl)cc2Cl)cc1OC (configuration not stated)	·	·	?	2	·	1%	·	·	1%
Cc1ccc2nc(-c3ccc(C)c(NC(=O)CSc4ccc(Cl)cc4)c3)oc2c1	·	2%	-29%	-7	2%	-3%	-17%	-0.3	-2%

Carrying on:
SMILES	D2 antagonist	ERG Ets-DNA blk	ALOX12 inh	LDHA block	Vif-APOBEC3F blk	Vif-APOBEC3G blk	RGS4 inhibitor	D2 ag	GRP78 ERSR act
Cc1ccc(O)c(CC(C)C)n1	0	11%	9%	3	-5%	-3%	9%	-0.1	-1%
CCOc1cc(/C=C(\C#N)C(=O)Nc2ccc(OC)cc2)ccc1OCc1cc(=O)n2nc(CC)sc2n1	·	9%	-18%	9	-5%	3%	-14%	0.3	1%
Cc1cccc(NC(=O)CSc2nnc(-c3ccco3)c(-c3ccco3)n2)c1	-1	2%	?	12	-7%	-1%	?	-1.0	1%
CCCc1c(NC(=O)Nc2ccc(F)cc2)cnn1-c1ccc(Cl)cc1	·	-4%	-12%	-4	-5%	-3%	-2%	·	-4%
COc1ccc2cc(S(=O)(=O)NCCCN3CCOCC3)ccc2c1	2	7%	5%	-4	1%	4%	21%	1.8	-9%
O=C(COC(=O)C1c2ccccc2Oc2ccccc21)Nc1ccc2c(c1)OCO2	-12	-3%	-27%	0	·	-2%	-30%	-0.2	-1%
Cc1ccc(C(=O)n2nc(C)c(S(=O)(=O)N3CCOCC3)c2C)cc1C	·	2%	-14%	-6	-8%	2%	5%	·	-3%
CCc1nc2ccc(C(=O)NCCOc3ccc(OC)cc3)cn2c1N(CCC(C)C)CCN(C)C	·	·	-10%	-7	·	1%	·	·	-4%
Clc1ccc(-c2nnc(-c3cccc4ccccc34)o2)cc1	·	-6%	-8%	-13	-15%	0%	8%	·	2%
CN(CC(=O)Nc1ccc(F)cc1)C(=O)COC(=O)Cc1c(F)cccc1Cl	-1	6%	-6%	-7	-16%	0%	15%	0.6	1%
CCCOc1ccc(C2NC(=O)NC(c3ccccc3)=C2C(C)=O)cc1OCC (configuration not stated)	0	-10%	0%	2	6%	-6%	21%	0.4	-6%
CCCc1nc(SCC(=O)NC2CC2)c2c(C)c(C)sc2n1	12	-4%	-27%	-6	3%	0%	16%	-0.2	-3%
CCCCNc1c(-c2ccc(OC)c(Sc3ccc(OC)cc3)c2)nc2ccc(Cl)cn12	·	-4%	-25%	3	-1%	2%	-3%	·	1%
COC(=O)[C@H]1C[C@@H]1[C@H](NC(=O)c1cnccn1)c1ccccc1	-17	-5%	?	-5	4%	0%	5%	0.2	-3%

Screens from PubChem BioAssay.

An excerpt. The share of hits here may be higher or lower than overall.
